High-throughput results as filed in PubChem.
INS-1E rescue – protection of INS-1E cells from cytokine death, primary screen, ATP luminescence, single point. INS-1E cytokine-induced death, 48 h; normalised: neutral wells 0, positive control 100. protection from cytokine-induced ATP loss, % at 10 µM. 20,000 tested, 0.1% active;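 active = mean replicate protection from cytokine-induced ATP loss at least 50% and at least 75% of replicates each reaching 50%; inconclusive = meets only one of the two criteria, mean or replicate share; inactive = fails both the mean and replicate share criteria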
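Assay system: INS-1E rat cells / Quantity: 8000 cells per well / Medium: RPMI without phenol red, 5% FBS / Probe or stimulus: three-cytokine cocktail (IFN-γ, TNF-α, IL-1β) / Dosing: one compound concentration, pin transfer / Timing: 48 h co-treatment, 10 min post-lysis read / Technique: CellTiter-Glo luminescence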
T cruzi intra – inhibitors of intracellular Trypanosoma cruzi, primary screen, cell-based, plate reader, single point, set 2; intracellular Trypanosoma cruzi in host cells; activity score (inhibition), % at 5.01 µM; 22,000 tested, 4.9% active; AID 651903, 2012; in the data active = activity score above about 55%; inconclusive = no clear call, values can overlap the other calls;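 also: parasites and compound incubated about four days before reading; 0% = median of neutral control wells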
* marks the source's active call; other numbers are inactive results; ? = inconclusive; · = no result given. An excerpt; count on the stated rates, not on these rows.

SMILES | INS-1E rescue | T cruzi intra
C[C@@H]1CN([C@@H](C)CO)C(=O)c2cc(NC(=O)Cn3cnnn3)ccc2O[C@@H]1CN(C)S(C)(=O)=O | 12.4 | -12.1
C[C@H]1CN([C@@H](C)CO)C(=O)c2cccc(NS(C)(=O)=O)c2O[C@H]1CN(C)Cc1ccc(C(F)(F)F)cc1 | -6.7 | 1.2
C[C@H]1CN([C@@H](C)CO)C(=O)c2cccc(NC(=O)Nc3ccccc3)c2O[C@@H]1CN(C)C(=O)NC1CCCCC1 | 6.2 | 2.5
C[C@@H]1CN([C@@H](C)CO)C(=O)c2cccc(NC(=O)c3ccc(-c4nccs4)cc3)c2O[C@@H]1CN(C)C | -7.8 | 3.6
C[C@H](CO)N1C[C@H](C)[C@H](CN(C)Cc2ccc(Oc3ccccc3)cc2)Oc2c(NS(=O)(=O)c3ccccc3)cccc2C1=O | -43.9 | 21.7
C[C@H]1CN([C@@H](C)CO)C(=O)c2cc(NC(=O)Cc3ccccc3)ccc2O[C@@H]1CN(C)C | 0.6 | -0.6
CCCN(C)C[C@@H]1OCCCC[C@@H](C)Oc2ccc(NC(=O)CCCN(C)C)cc2C(=O)N([C@H](C)CO)C[C@@H]1C | 6.6 | -11.2
COc1ccc(S(=O)(=O)Nc2ccc3c(c2)CC(=O)N([C@H](C)CO)C[C@@H](C)[C@@H](CN(C)C)O3)cc1 | 5.1 | -22.0
COc1ccc(CN(C)C[C@@H]2Oc3c(NC(=O)Nc4ccc5c(c4)OCO5)cccc3C(=O)N([C@@H](C)CO)C[C@H]2C)cc1 | -2.5 | 22.8
Cc1noc(C)c1NC(=O)Nc1ccc2c(c1)C(=O)N([C@@H](C)CO)C[C@H](C)[C@H](CN(C)S(=O)(=O)c1ccc(F)cc1)O2 | · | 0.4
Cc1noc(C)c1NC(=O)N(C)C[C@@H]1OCCCC[C@@H](C)Oc2ccc(NC(=O)CCC(F)(F)F)cc2C(=O)N([C@H](C)CO)C[C@@H]1C | 6.3 | -22.0
Cc1noc(C)c1S(=O)(=O)Nc1ccc2c(c1)C(=O)N([C@H](C)CO)C[C@@H](C)[C@H](CN(C)Cc1ccc(C(=O)O)cc1)O2 | 6.0 | -18.4
C[C@H](CO)N1C[C@H](C)[C@@H](CN(C)S(=O)(=O)c2cn(C)cn2)Oc2ccc(NC(=O)Nc3ccccc3)cc2C1=O | -2.9 | -35.5
C[C@H](CO)N1C[C@H](C)[C@H](CN(C)Cc2ccc(Cl)c(Cl)c2)Oc2ccc(NC(=O)Nc3ccc(C(F)(F)F)cc3)cc2C1=O | -25.1 | 90.6*
C[C@H](CO)N1C[C@H](C)[C@@H](CN(C)Cc2ccc3c(c2)OCO3)OCc2cnnn2CCCC1=O | · | 16.3
C[C@@H]1CN([C@@H](C)CO)C(=O)Cc2cc(NC(=O)Nc3cccc4ccccc34)ccc2O[C@@H]1CN(C)C(=O)Nc1ccc(F)cc1 | 5.0 | 6.5
CC(C)(C)OC(=O)NC1(/C=N/NC(=O)c2cccc(C(=O)NO)c2)CCCC1 | -12.5 | -8.8
CC(C)NC(=O)Nc1ccc2c(c1)CC(=O)N([C@H](C)CO)C[C@@H](C)[C@H](CN(C)C(=O)Nc1ccc3c(c1)OCO3)O2 | -7.7 | -4.5
C[C@H]1CN([C@@H](C)CO)C(=O)Cc2cc(NC(=O)Nc3ccc(F)cc3)ccc2O[C@@H]1CN(C)C(=O)Nc1ccc(F)cc1 | 10.2 | 2.0
C[C@@H]1CN([C@@H](C)CO)C(=O)c2cccc(NS(=O)(=O)c3cccs3)c2O[C@H]1CN(C)CC1CCCCC1 | 6.5 | -3.3
C[C@@H]1CCCCO[C@H](CN(C)S(=O)(=O)c2cn(C)cn2)[C@@H](C)CN([C@H](C)CO)C(=O)c2cc(NC(=O)CCC(F)(F)F)ccc2O1 | -5.0 | -2.5
C[C@@H]1CCCCO[C@@H](CN(C)C(=O)NC2CCCCC2)[C@@H](C)CN([C@H](C)CO)C(=O)c2cc(NS(=O)(=O)c3cccs3)ccc2O1 | -1.6 | -11.1
Cc1noc(C)c1NC(=O)Nc1ccc2c(c1)CC(=O)N([C@@H](C)CO)C[C@@H](C)[C@@H](CN(C)Cc1ccncc1)O2 | 3.1 | -23.4
C[C@H]1CN([C@@H](C)CO)C(=O)Cc2cc(NC(=O)Cc3ccccc3)ccc2O[C@H]1CN(C)Cc1ccncc1 | -10.2 | -2.3
C[C@H]1CN([C@@H](C)CO)C(=O)c2cc(NC(=O)Nc3ccc(F)cc3)ccc2O[C@H]1CN(C)S(=O)(=O)c1ccc(Cl)cc1 | 0.2 | 6.8
Cc1ccc(S(=O)(=O)Nc2ccc3c(c2)C(=O)N([C@@H](C)CO)C[C@@H](C)[C@@H](CN(C)Cc2ccc(-c4ccccc4)cc2)O3)cc1 | -16.5 | 34.8
C[C@H](CO)N1C[C@H](C)[C@@H](CN(C)Cc2ccc(-c3ccccc3)cc2)Oc2c(NC(=O)C3CCOCC3)cccc2C1=O | -15.0 | 7.6
C[C@H]1CN([C@@H](C)CO)C(=O)Cc2cc(NC(=O)Cc3ccccc3)ccc2O[C@H]1CN(C)S(=O)(=O)c1ccc(F)cc1 | 1.3 | 19.8
C[C@@H]1CN([C@@H](C)CO)C(=O)c2cccc(NC(=O)c3cnccn3)c2O[C@@H]1CN(C)C(=O)NC1CCCCC1 | 6.2 | -14.2
C[C@@H]1CN([C@@H](C)CO)C(=O)c2cccc(NC(=O)c3cnccn3)c2O[C@H]1CN(C)S(=O)(=O)c1ccc(F)cc1 | -2.2 | -0.2
C[C@@H]1CN([C@@H](C)CO)C(=O)c2cccc(NS(=O)(=O)c3cn(C)cn3)c2O[C@@H]1CN(C)CC1CCCCC1 | 2.0 | -38.6
Cc1noc(C)c1NC(=O)Nc1cccc2c1O[C@@H](CN(C)CC1CCCCC1)[C@H](C)CN([C@H](C)CO)C2=O | -6.1 | 5.7
O=C(NO)c1cccc(C(=O)N/N=C/c2ccc(OCc3ccccc3)cc2O)c1 | -94.2 | 20.8
C[C@H]1CN([C@@H](C)CO)C(=O)c2cccc(NC(=O)Nc3cccc4ccccc34)c2O[C@H]1CN(C)S(=O)(=O)c1ccccc1 | 0.3 | 10.7
CC(C)NC(=O)Nc1ccc2c(c1)CC(=O)N([C@@H](C)CO)C[C@H](C)[C@H](CN(C)C(=O)Nc1ccccc1)O2 | 1.4 | 2.4
C[C@H](CO)N1C[C@H](C)[C@H](CN(C)S(=O)(=O)c2ccc(Cl)cc2)Oc2ccc(NC(=O)Cc3cn(C)c4ccccc34)cc2C1=O | -8.5 | 50.0
C[C@@H]1CN([C@H](C)CO)C(=O)Cc2cc(NC(=O)Cc3cn(C)c4ccccc34)ccc2O[C@@H]1CN(C)CC1CC1 | 8.5 | -10.6
C[C@@H]1CCCCO[C@H](CN(C)C)[C@@H](C)CN([C@H](C)CO)C(=O)c2cc(NC(=O)c3ccccc3)ccc2O1 | 5.6 | 13.5
C[C@@H]1CN([C@H](C)CO)C(=O)c2cc(NS(=O)(=O)c3ccccc3)ccc2O[C@@H]1CN(C)Cc1ccncc1 | 7.4 | -0.8
CC(C)NC(=O)Nc1ccc2c(c1)CC(=O)N([C@H](C)CO)C[C@@H](C)[C@H](CN(C)Cc1ccncc1)O2 | -2.9 | 2.7
C[C@H](CO)N1C[C@H](C)[C@@H](CN(C)Cc2ccc(C(=O)Nc3ccccc3N)cc2)Oc2c(NC(=O)c3nc4ccccc4s3)cccc2C1=O | 1.8 | 70.9*
O=C(NO)c1cccc(C(=O)N/N=C/c2cccnc2Cl)c1 | 2.2 | 1.2
C[C@@H]1CN([C@H](C)CO)C(=O)c2cccc(NC(=O)c3ccncc3)c2O[C@@H]1CN(C)C(=O)Nc1cccc2ccccc12 | 0.7 | -5.1
CNC[C@@H]1Oc2ccc(NC(=O)Nc3ccc4c(c3)OCO4)cc2CC(=O)N([C@H](C)CO)C[C@H]1C | 3.1 | -7.3
C[C@@H]1CN([C@@H](C)CO)C(=O)c2cccc(NS(=O)(=O)c3ccc(F)cc3)c2O[C@H]1CN(C)CC1CC1 | 6.6 | -7.8
C[C@H]1CN([C@@H](C)CO)C(=O)c2cc(NS(=O)(=O)c3ccccc3)ccc2O[C@@H]1CN(C)S(=O)(=O)c1cn(C)cn1 | -0.8 | 1.9
CC(C)NC(=O)Nc1ccc2c(c1)C(=O)N([C@@H](C)CO)C[C@@H](C)[C@H](CN(C)C(=O)NC1CCCCC1)O2 | 4.3 | -16.0
C[C@H](CO)N1C[C@H](C)[C@H](CN(C)S(=O)(=O)c2ccccc2)Oc2ccc(NC(=O)C3CCCCC3)cc2CC1=O | 2.3 | -7.3
COc1ccc(S(=O)(=O)Nc2ccc3c(c2)CC(=O)N([C@H](C)CO)C[C@H](C)[C@H](CN(C)C(=O)NC(C)C)O3)cc1 | 18.2 | -3.0
C[C@@H]1CN([C@H](C)CO)C(=O)c2cccc(NC(=O)Nc3cccc4ccccc34)c2O[C@@H]1CN(C)C(=O)Nc1ccc(F)cc1 | -19.6 | ?
Additional entries follow.
SMILES | INS-1E rescue | T cruzi intra
Cc1ccc(S(=O)(=O)N(C)C[C@H]2Oc3c(NC(=O)c4ccc(-c5nccs5)cc4)cccc3C(=O)N([C@@H](C)CO)C[C@H]2C)cc1 | 0.1 | 26.4
O=C(CCCCC(=O)N/N=C/c1ccc(-c2cccc(Cl)c2)o1)NO | 148.7* | 19.1
C[C@H]1CN([C@@H](C)CO)C(=O)c2cccc(NC(=O)CCCCCC(=O)Nc3ccccc3N)c2O[C@H]1CN(C)Cc1ccc(-c2ccccc2)cc1 | -5.4 | 67.9*
C[C@@H]1CN([C@H](C)CO)C(=O)CCCn2cc(nn2)CO[C@H]1CN(C)Cc1cccc2c1OCCCO2 | · | -26.5
C[C@@H]1CN([C@@H](C)CO)C(=O)c2cccc(NS(=O)(=O)c3ccccc3)c2O[C@@H]1CN(C)S(=O)(=O)c1ccccc1 | 0.2 | 0.5
COc1ccc(NC(=O)N(C)C[C@H]2Oc3c(NS(=O)(=O)c4cn(C)cn4)cccc3C(=O)N([C@@H](C)CO)C[C@H]2C)cc1 | 5.1 | -13.7
COc1ccc(S(=O)(=O)Nc2ccc3c(c2)C(=O)N([C@H](C)CO)C[C@@H](C)[C@H](CN(C)S(=O)(=O)c2cn(C)cn2)O3)cc1 | -7.8 | -18.1
Cc1noc(C)c1S(=O)(=O)N(C)C[C@H]1Oc2ccc(NC(=O)NC3CCCCC3)cc2CC(=O)N([C@H](C)CO)C[C@H]1C | 3.6 | -5.8
C[C@H](CO)N1C[C@H](C)[C@@H](CN(C)CC2CCCCC2)Oc2ccc(NC(=O)C3CCCCC3)cc2C1=O | 0.0 | -1.7
CNC[C@H]1Oc2ccc(NC(=O)C3CC3)cc2CC(=O)N([C@@H](C)CO)C[C@@H]1C | 4.6 | -24.4

Reformatted: 5 of the compounds above.
smiles	INS-1E rescue	T cruzi intra
O=C(CCCCC(=O)N/N=C/c1ccc(-c2cccc(Cl)c2)o1)NO	148.7*	19.1
C[C@H]1CN([C@@H](C)CO)C(=O)c2cccc(NC(=O)CCCCCC(=O)Nc3ccccc3N)c2O[C@H]1CN(C)Cc1ccc(-c2ccccc2)cc1	-5.4	67.9*
C[C@@H]1CN([C@H](C)CO)C(=O)CCCn2cc(nn2)CO[C@H]1CN(C)Cc1cccc2c1OCCCO2	·	-26.5
C[C@@H]1CN([C@@H](C)CO)C(=O)c2cccc(NS(=O)(=O)c3ccccc3)c2O[C@@H]1CN(C)S(=O)(=O)c1ccccc1	0.2	0.5
COc1ccc(NC(=O)N(C)C[C@H]2Oc3c(NS(=O)(=O)c4cn(C)cn4)cccc3C(=O)N([C@@H](C)CO)C[C@H]2C)cc1	5.1	-13.7

Continued:
SMILES | INS-1E rescue | T cruzi intra
CC1(C)[C@H]2CC=C(/C=N\NC(=O)CCCCCCC(=O)Nc3ccccc3O)[C@@H]1C2 | -4.5 | -8.9
C[C@@H]1CN([C@@H](C)CO)C(=O)CCCn2nncc2CO[C@@H]1CN(C)S(=O)(=O)c1cccc(F)c1 | · | -6.6
C[C@@H]1CN([C@H](C)CO)C(=O)c2cc(NC(=O)Cn3cnnn3)ccc2O[C@@H]1CN(C)C(=O)NC1CCCCC1 | 5.7 | -10.7
C[C@@H]1CN([C@@H](C)CO)C(=O)c2cccc(N(C)C)c2O[C@@H]1CN(C)Cc1ccc2c(c1)OCO2 | -1.9 | -15.4
C[C@H](CO)N1C[C@H](C)[C@H](CN(C)S(=O)(=O)c2cn(C)cn2)Oc2c(NS(=O)(=O)c3cn(C)cn3)cccc2C1=O | 8.6 | -40.6
C[C@H]1CN([C@@H](C)CO)C(=O)Cc2cc(NC(=O)Cc3cn(C)c4ccccc34)ccc2O[C@@H]1CN(C)C | -2.6 | -12.3
COc1ccc(NC(=O)Nc2ccc3c(c2)CC(=O)N([C@@H](C)CO)C[C@@H](C)[C@@H](CN(C)S(=O)(=O)c2ccc(OC)cc2)O3)cc1 | 7.6 | -7.0
C[C@H]1CN([C@@H](C)CO)C(=O)Cc2cc(NC(=O)CCCCCC(=O)Nc3ccccc3N)ccc2O[C@@H]1CN(C)C(=O)Nc1ccc(F)cc1 | 0.8 | -40.7
C[C@@H]1CN([C@@H](C)CO)C(=O)Cc2cc(NC(=O)Cn3cnnn3)ccc2O[C@@H]1CN(C)C(=O)Nc1ccc(C(F)(F)F)cc1 | -0.3 | -8.5
C[C@@H]1CN([C@@H](C)CO)C(=O)c2cc(NC(=O)Cc3ccccc3)ccc2O[C@@H]1CN(C)Cc1ccc(-c2ccccc2)cc1 | · | 10.6
COC(=O)CCCCCCC(=O)N/N=C/c1ccc([N+](=O)[O-])s1 | -62.0 | 80.9*
